Screens (PubChem BioAssay)
CAL PDZ FP-1 = CAL PDZ peptide-binding inhibitors, primary screen, biochemical, fluorescence polarization, Cer-tagged CAL PDZ, HTS. actives 0.02% (n = 330,000). purified CAL PDZ, TMR-peptide fluorescence polarization, 1 h. AID 504414, 2011. inhibition, % at 20 µM;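 active = highest replicate inhibition of at least 40%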;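 note: plate controls were DMSO neutral control wells for no effect and unlabeled competitor peptide control wells for full effect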
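Read-out basis: mP drop reported as inhibition | Assay system: Tagged CAL PDZ protein CerCALP, purified | Benchmarks: Unlabelled peptide for full inhibition, DMSO wells as neutral | Schedule: 1 h incubation at room temperature before polarization reading | Buffer or medium: Sodium phosphate/NaCl buffer pH 7.4 with TCEP, IgG, Thesit | Doses: Single point, 20 µM | Measured by: Fluorescence polarization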
V-ATPase pHluor = regulators of yeast V-ATPase proton pumping, primary screen, pHLuorin cytosolic pH fluorescence; S. cerevisiae; AID 504577, 2011; actives 0.37% (n = 350,000); response, % at 10 µM; in the data active = response mostly above about 7.3%, no sharp cut-off; inactive = mostly below about 5.4%; note: actives read high; inactives centre near 0; some compounds called inactive have numbers as strong as hits
Tat transport = E. coli Tat export inhibitors, primary screen, MC4100, TorA-mCherry reporter, fluorescence, single point | inhibition, % at 10 µM | actives 0.036% (n = 340,000);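 active = mean replicate inhibition at least 50% and at least half of replicates individually reaching 50%; inconclusive = only one of the two criteria met; inactive = neither criterion met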;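 note: exported cargo escapes ClpAP degradation while cytoplasmic cargo is degraded and loses fluorescence; 0% = median of neutral control wells and 100% = median of NaSCN control wells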
CDK5 inh = inhibitors of human CDK5/p35 kinase, primary screen, biochemical, single concentration; Recombinant CDK5/p35, ADP-Glo luminescence, 60 min; inhibition, % at 10 µM; actives 0.01% (n = 330,000); AID 488839, 2010;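 active = highest replicate inhibition of at least 50% and at least 75% of replicates reaching 50%; inconclusive = only one of the two criteria met; inactive = both criteria failed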;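 note: plate controls were DMSO neutral control for no effect and GW8510 at 10 µM for full effect; many of its hits are not listed in these tables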
Wnt bcat act = Wnt/beta-catenin pathway activators, primary screen, cell-based, plate reader, single point; Wnt/beta-catenin reporter cell assay, activator; activation, % at 9.35 µM; actives 1.2% (n = 300,000); AID 743398, 2014; in the data active = activation above about 30%, passing the limit was not always enough; inconclusive = no clear call, values can overlap the other calls;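 note: 0% = neutral control wells and 100% = positive control wells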
Rtt109 Vps75 = inhibitors of C. albicans Rtt109/Vps75 HAT, primary screen, biochemical, ThioGlo CoA-SH fluorescence, plate reader; Histone acetyltransferase RTT109 (Candida albicans (strain SC5314 / ATCC MYA-2876)), …; purified Rtt109/Vps75, 4 h; inhibition, % at 34.9 µM; actives 0.16% (n = 330,000); AID 540336, 2011;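 active = inhibition of at least 50% in every replicate; inconclusive = best replicate reaches 50% inhibition but some replicates fall short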
Target sequence (Q5AAJ8 whole entry, looked up): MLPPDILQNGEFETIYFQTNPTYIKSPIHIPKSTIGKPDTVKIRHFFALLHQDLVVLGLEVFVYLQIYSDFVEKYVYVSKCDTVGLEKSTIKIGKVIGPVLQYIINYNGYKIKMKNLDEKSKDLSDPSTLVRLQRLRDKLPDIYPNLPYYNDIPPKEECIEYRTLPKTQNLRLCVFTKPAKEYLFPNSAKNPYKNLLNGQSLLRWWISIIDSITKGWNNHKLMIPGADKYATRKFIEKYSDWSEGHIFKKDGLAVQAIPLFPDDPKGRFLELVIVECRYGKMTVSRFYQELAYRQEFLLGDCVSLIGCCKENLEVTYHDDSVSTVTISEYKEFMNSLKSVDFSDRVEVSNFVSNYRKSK
cardiac RTF act = cardiac RTF calcium sensitivity activators, primary screen, biochemical, IANBD-TnC fluorescence, EC20 calcium | Troponin I, cardiac muscle (Homo sapiens) + Troponin T, cardiac muscle (Homo sapiens) + … | IANBD-labeled TnC RTF fluorescence at EC20 calcium; 0% EC20 calcium, 100% full calcium | activation, % at 7.2 µM | actives 0.24% (n = 340,000);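 active = activation above the mean over all tested compounds plus 3 SD, cut at about 30% in these data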;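 note: rise in fluorescence read as greater calcium sensitivity of cardiac thin filaments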
dFosB activator = activators of delta FosB homodimer, primary screen, biochemical, fluorescence polarization, TAMRA-CDK5 oligo, single point; purified delta FosB; percent of positive-control signal above neutral wells; actives 0.99% (n = 340,000); AID 493131, 2011; activation, % at 25 µM; Protein FosB (Mus musculus), P13346;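 active = mean activation above about 17%, with every replicate also reaching it, limit read from the data, passing the limit was not always enough; inconclusive = only one of the two conditions met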;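 note: fluorescence polarization rise as delta FosB binds a TAMRA Cdk5 AP-1 oligo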
Target sequence (P13346 whole entry, looked up): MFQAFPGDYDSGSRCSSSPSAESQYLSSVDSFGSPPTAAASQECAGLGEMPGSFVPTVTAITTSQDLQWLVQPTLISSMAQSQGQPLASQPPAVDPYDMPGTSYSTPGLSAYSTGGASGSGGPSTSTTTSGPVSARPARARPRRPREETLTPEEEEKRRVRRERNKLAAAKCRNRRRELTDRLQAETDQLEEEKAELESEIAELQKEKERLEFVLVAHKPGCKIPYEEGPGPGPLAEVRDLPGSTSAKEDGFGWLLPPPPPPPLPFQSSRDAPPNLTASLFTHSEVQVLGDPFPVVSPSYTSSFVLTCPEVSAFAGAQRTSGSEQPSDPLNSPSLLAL
CAL PDZ FP-2 = untagged CAL PDZ binding inhibitors, primary screen, biochemical, fluorescence polarization, HTS; actives 0.92% (n = 300,000); purified CAL PDZ, TMR-peptide fluorescence polarization, 1 h; inhibition, % at 24.9 µM; AID 602252, 2012;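 active = mean inhibition of at least 30% with at least half of replicates also reaching 30%; inconclusive = no clear call, values can overlap the other calls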;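 note: 0% = DMSO neutral control and 100% = excess unlabeled competitor peptide PRC23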
MITF TRPM1 HTS = activators of MITF-driven TRPM1 promoter reporter, primary screen, cell-based, SK-MEL-5, luciferase, single point | activation, % at 12.5 µM | actives 0.75% (n = 300,000) | SK-MEL-5 TRPM1-promoter luciferase, 24 h; % of positive control, neutral wells = 0;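 active = mean activation of at least 80% with every replicate also reaching 80%; inconclusive = mean reaches 80% but some replicate falls short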;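 note: 0% = neutral control wells and 100% = parthenolide positive control wells; values of inactives mirror those of a sister screen read the other way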
Starred values were filed as active, the others as inactive; ? = inconclusive; nt = not tested or not shown.

SMILES	CAL PDZ FP-1	V-ATPase pHluor	Tat transport	CDK5 inh	Wnt bcat act	Rtt109 Vps75	cardiac RTF act	dFosB activator	CAL PDZ FP-2	MITF TRPM1 HTS
Cc1cc(=O)oc2cc(OCC3CC(c4ccccc4)=NO3)ccc12 (stereo unspecified)	-2.3	2.5	1.4	-0.3	16.9	-2.6	-0.3	-2.4	-1.2	15.9
O=C1CC[C@@H](OCc2ccccc2)CCN1CC[C@H](Sc1ccccc1)c1ccccc1	-0.1	-2.1	12.5	1.6	2.1	8.5	13.3	-15.5	-2.0	19.9
CNC(=S)NCC(O)c1ccc([N+](=O)[O-])cc1 (stereo unspecified)	-2.6	1.8	4.0	-1.0	2.1	-6.1	0.6	-5.0	-5.0	-6.2
Cc1cccc(N2CCN(C(=O)CSCc3c(C)noc3C)CC2)c1C	-0.5	3.4	-3.1	-3.5	nt	8.6	0.4	-6.4	-1.4	2.3
COc1ccc(/C=N/N(C)C2=NS(=O)(=O)c3ccccc32)cc1	-0.9	-1.4	-4.7	-0.7	-0.9	-4.6	4.2	-7.2	-1.2	4.5
Fc1ccc2cc(-c3ccccc3F)ncc2c1	-0.3	2.9	-4.6	-0.5	?	-7.9	-3.8	2.9	-3.2	56.6
COc1ccc(NC(=O)Cn2c(=O)n(Cc3ccco3)c(=O)c3ccccc32)cc1	nt	2.2	7.6	-0.4	-9.3	6.7	4.2	?	-5.5	nt
Cc1ccc(Cl)cc1N1CCN(C(=O)COc2ccc3c(c2)CCC3)CC1	-2.1	-2.2	7.5	1.7	4.6	-1.5	-4.3	-13.3	-2.4	7.8
O=C(CN(C(=O)CNS(=O)(=O)c1ccccc1)c1ccc2c(c1)OCCO2)NCc1ccco1	-1.1	-0.1	-9.4	0.6	nt	-7.7	-1.6	-1.3	9.3	4.4
Cc1cc(NC(=O)CCC(=O)N(c2ccc(F)cc2)C2(C(=O)NC3CCCCC3)CCCC2)no1	0.3	2.6	11.7	-4.0	-1.0	10.6	8.1	-19.8	-7.5	1.8
COc1ccc(C(=O)O)cc1NC(=S)NC(=O)CSc1ccc(Cl)cc1	-3.0	-0.4	-3.6	1.3	-3.4	-11.1	-0.8	-10.5	nt	1.8
Cc1ccc(C2=N/C(=C\c3ccc(F)cc3)C(=O)N2)cc1	1.4	0.5	6.4	-0.7	28.4	-2.3	0.5	-3.2	-3.1	51.4
CC(=O)NCCc1ccc(C(=O)COC(=O)c2cccn2C)cc1	-0.1	0.2	5.4	0.3	-1.3	6.7	-11.6	-5.1	nt	53.2
CCCOc1ccc(N2C(=O)CC(SCCc3nc4ccccc4[nH]3)C2=O)cc1 (stereo unspecified)	8.6	4.1	1.4	-0.7	-1.9	3.3	-5.1	-9.6	-2.1	-1.0
COc1ccc(/C=C2\C(=N)N3N=C(CC(=O)N4CCOCC4)SC3=NC2=O)cc1	-2.4	0.1	7.8	-2.7	3.6	-0.9	4.4	-3.4	-1.6	18.4
O=C(COC(=O)c1ccc(Cl)c([N+](=O)[O-])c1)Nc1ccccc1OC(F)F	0.2	-0.6	-12.2	-0.7	-6.7	2.0	1.4	-3.0	0.3	-15.6
Cc1c(C(=O)NC(C)CN2CCCCC2)oc2ccccc12 (stereo unspecified)	-0.8	-6.6	3.0	-0.5	nt	6.7	-2.8	-17.1	nt	-3.5
O=C(CCCc1ccccc1)NCCS(=O)(=O)N1CCN(c2ccc(F)cc2)CC1	1.5	0.9	1.5	-1.6	-0.8	2.3	-4.8	-5.4	-0.8	-7.0
Cc1cc(C)cc(NC(=S)NCc2ccc(F)cc2)c1	-0.1	1.6	-2.9	-0.5	0.3	6.4	-1.4	-4.1	-0.4	-0.5
O=C(CCc1ccccc1)NC1(Cc2ccccc2)CCN(CCCc2ccccc2)C1=O (stereo unspecified)	-2.4	-0.9	16.3	0.2	-6.5	8.0	-6.0	1.4	-4.0	0.4
CCC(C)(C)NC(=O)C(c1ccc(C)cc1)N(CC1CCCO1)C(=O)CNC(=O)c1cccs1 (stereo unspecified)	-1.7	0.8	-2.6	2.8	nt	nt	2.1	-10.7	-3.9	-0.7
O=C(NCCOc1ccccc1)c1ccccc1NC(=O)C1CCCO1 (stereo unspecified)	-0.8	-1.1	-5.1	-2.1	11.1	-5.5	1.2	4.5	27.5	64.4
COc1c(C)c2c(c(O)c1C/C=C(\C)CCC(=O)O)C(=O)OC2	0.8	-1.1	-2.6	2.5	-2.4	13.2	7.5	4.3	0.1	nt
O=C(NCCc1cccs1)C1CC1	-0.1	1.6	0.7	-0.3	-2.1	-2.5	4.5	-3.6	-3.6	5.0
COc1cccc2sc(Nc3nnc(-c4ccccc4Cl)o3)nc12	-0.3	0.0	8.0	0.2	-14.7	7.4	-5.9	1.5	nt	-37.4
Following part.
SMILES	CAL PDZ FP-1	V-ATPase pHluor	Tat transport	CDK5 inh	Wnt bcat act	Rtt109 Vps75	cardiac RTF act	dFosB activator	CAL PDZ FP-2	MITF TRPM1 HTS
Cc1ccc(S(=O)(=O)c2nc(-c3cccs3)oc2NCCCN(C)C)cc1	-2.5	0.1	-5.1	-2.8	4.7	2.9	2.0	-8.1	-0.6	0.6
O=C(c1ccco1)N1C(=O)c2cccc3c(S(=O)(=O)N4CCCC4)ccc1c23	-0.6	1.9	0.8	0.1	-1.0	-10.0	-2.6	-3.5	3.9	-6.5
Cc1ccc(-c2nc(=S)c3c(n2Cc2ccco2)CC(C)(C)OC3)cc1	0.0	-4.0	3.4	2.9	nt	18.4	-0.7	-4.8	-0.9	nt
Nc1nnc(-c2cccc([N+](=O)[O-])c2)s1	-0.6	-2.4	0.5	0.9	-0.5	-1.9	nt	-1.5	10.6	10.5
CCCCCc1c(O)nc(SCCN(CC)CC)[nH]c1=O	-0.6	3.0	2.6	-1.9	10.7	-14.3	5.7	-0.4	nt	16.1
CSc1nc2c(cc1C#N)CCCCC2	-0.7	1.2	6.5	-3.8	-2.9	-2.8	7.1	-10.0	-0.2	10.3
COc1ccc(-c2nc3c(c4nnc(SC(C)C(=O)Nc5ccccc5)n24)COC(C)(C)C3)cc1 (stereo unspecified)	-1.6	1.9	5.2	0.9	0.7	-3.2	-4.7	1.4	-2.4	2.2
Cc1nnc(NC(=O)CCC(=O)N2CCN(S(=O)(=O)c3cc([N+](=O)[O-])ccc3C)CC2)s1	0.2	5.0	1.2	-0.5	-3.3	-1.1	-1.4	-6.3	-7.2	16.5
Cc1ccc2c(c1)cc(CN(Cc1cccnc1)C(=O)c1ccccc1)c1nnnn12	-0.8	-2.5	-4.4	1.8	-1.0	-6.6	3.5	-11.4	nt	-2.9
C=CCC1NS(=O)(=O)O[C@H](CCCC)[C@@H]1O (stereo partly specified)	0.1	-2.9	-10.5	0.2	-4.4	-5.9	-1.5	2.0	-4.2	15.0
O=c1oc(CCO)cc2ccc(C#Cc3ccsc3)cc12	-2.9	3.1	-7.1	0.4	32.9*	-2.1	1.5	-10.0	-0.4	115.2*
Clc1ccc(-c2csc3ncnc(Cl)c23)cc1	-0.3	-3.6	-5.5	1.6	nt	-2.4	1.9	-3.8	-2.5	-5.9
CCOC(=O)CCCNC(=O)CCNC(=O)c1ccc(OCC(C)C)cc1	-4.2	-0.7	4.5	-1.2	4.6	0.1	2.3	-14.2	0.5	nt
O=C(NCC1CCCCC1)c1cccc(S(=O)(=O)N2CCCC2)c1	-0.9	1.4	-0.9	-8.6	-2.3	-1.1	2.6	0.5	0.0	nt
O=C(O)C1CCN(c2c([N+](=O)[O-])cc(C(F)(F)F)cc2[N+](=O)[O-])CC1	-2.0	-2.5	-1.7	-1.8	nt	1.0	6.9	-0.7	-0.9	nt
O=C(CSc1nnnn1-c1ccc(F)cc1)Nc1nc2ccccc2s1	-3.5	4.9	7.1	-0.1	-4.3	-12.5	8.7	-1.9	-4.4	4.4
CCC(=O)Oc1ccc(/C(CC)=C(\CC)c2ccc(OC(=O)CC)cc2)cc1	-1.6	4.9	-1.6	0.7	-1.5	-7.4	6.8	0.1	-1.3	-10.7
CCOC(=O)c1ccc(NC(=S)N(CCN2CCCCCC2)Cc2cccs2)cc1	-3.0	-0.6	-9.6	0.1	-3.3	-0.7	-5.7	-1.8	-0.4	5.9
CCn1cc(/C=C(\NC(=O)c2ccccc2F)C(=O)NCCCn2ccnc2)c2ccccc21	-3.1	-3.6	0.4	nt	0.1	8.4	-3.2	-7.3	-2.4	-1.0
COc1ccc(C(C)C)cc1S(=O)(=O)NCCCn1ccnc1	0.3	-1.7	-9.7	0.6	-0.7	14.4	-3.0	-1.3	-2.4	-2.5
NCc1cccc(CNc2ccc([N+](=O)[O-])cc2C(N)=O)c1	-1.7	1.4	-2.1	19.7	18.7	9.3	-1.5	3.5	-0.4	21.1
O=C(O)Cc1ccc(C(=O)c2ccc(F)cc2)s1	-1.7	-1.3	1.0	-0.9	4.8	-1.6	-7.7	-5.2	-1.4	0.8
CC1CCc2nn(CC(=O)NCc3ccc(F)cc3)cc2C1 (stereo unspecified)	-0.2	0.3	1.2	0.1	1.2	-17.3	-0.2	-0.5	nt	nt
CC(=O)c1cccc(NC(=O)CSc2n[nH]c(=O)n2C2CC2)c1	0.2	3.0	4.1	0.8	-5.5	-9.8	-7.2	1.2	nt	-3.1
Cc1cc(C)n(C(=O)c2ccc(NC(=O)C3COc4ccccc4O3)cc2)n1 (stereo unspecified)	-1.2	0.4	-0.6	-2.5	-1.3	-3.8	-4.4	-15.6	2.0	12.1
CCN(CC(=O)Nc1ccc(N2CCOCC2)cc1)C(=O)COc1ccccc1OC	-0.6	4.2	-1.6	2.9	9.2	nt	-0.4	0.3	-2.4	21.2
Cc1noc(-c2ccccc2)c1NC(=O)Nc1ccccc1	-0.7	0.8	-2.3	0.5	15.6	-11.6	2.3	-2.7	-3.2	-8.3
CC(=O)c1ccc(NC(=O)CN2CCN(CC(=O)Nc3ccc(C(C)=O)cc3)CC2)cc1	-2.1	-3.7	5.2	0.0	0.5	-2.7	1.5	-3.0	-1.6	-6.0
O=C(COc1ccc2ccccc2c1Br)Nc1cccnc1	-2.2	-0.4	14.4	-4.8	20.1	2.5	3.8	-11.8	0.2	114.2*
